PTK2B oligo ant – antagonists of human Pyk2 oligomerization; hit rate 0.83% among 99,000; z-score (the deposit names both 25 µM and 10 µM); Q293 cells, Pyk2 FERM NanoBiT luminescence; hits give low values; AID 1347419; Q14289;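 active means Z-score of -3 or lower, scaled per plate to the spread of control and sample wells; inactive means z-score above -3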;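 further: negative z-score means lost luminescence so less FERM oligomerization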
Target sequence (Q14289 whole entry, looked up): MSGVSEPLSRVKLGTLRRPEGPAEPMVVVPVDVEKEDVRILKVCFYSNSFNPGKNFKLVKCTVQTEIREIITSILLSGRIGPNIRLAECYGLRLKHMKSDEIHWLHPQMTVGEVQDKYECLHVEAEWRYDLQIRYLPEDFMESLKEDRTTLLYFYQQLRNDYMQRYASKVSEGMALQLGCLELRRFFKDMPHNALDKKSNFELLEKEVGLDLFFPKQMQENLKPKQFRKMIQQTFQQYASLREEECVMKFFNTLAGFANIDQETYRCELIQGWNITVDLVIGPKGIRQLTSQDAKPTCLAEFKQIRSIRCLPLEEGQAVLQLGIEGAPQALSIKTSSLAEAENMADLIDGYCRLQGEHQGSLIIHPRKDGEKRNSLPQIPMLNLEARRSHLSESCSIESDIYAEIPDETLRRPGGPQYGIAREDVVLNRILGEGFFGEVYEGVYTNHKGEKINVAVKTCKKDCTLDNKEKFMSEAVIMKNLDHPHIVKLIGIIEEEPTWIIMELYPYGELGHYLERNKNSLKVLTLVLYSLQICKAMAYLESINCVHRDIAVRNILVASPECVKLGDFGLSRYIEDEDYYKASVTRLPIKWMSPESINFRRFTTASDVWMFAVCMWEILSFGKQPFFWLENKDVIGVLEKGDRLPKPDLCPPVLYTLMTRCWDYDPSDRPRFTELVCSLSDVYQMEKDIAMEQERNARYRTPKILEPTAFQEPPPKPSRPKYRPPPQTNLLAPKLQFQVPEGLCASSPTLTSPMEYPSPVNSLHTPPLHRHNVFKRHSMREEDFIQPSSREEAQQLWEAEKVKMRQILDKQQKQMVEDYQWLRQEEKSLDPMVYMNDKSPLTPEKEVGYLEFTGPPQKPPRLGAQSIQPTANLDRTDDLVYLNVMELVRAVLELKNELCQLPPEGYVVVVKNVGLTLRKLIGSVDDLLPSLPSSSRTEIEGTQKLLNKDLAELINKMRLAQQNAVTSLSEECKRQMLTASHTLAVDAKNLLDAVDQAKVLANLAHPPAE
* marks the source's active call; other numbers are inactive results. Not all compounds are listed; count on the stated rates, not on these rows.

SMILES	PTK2B oligo ant
O=C(CSc1nnc(CCCOc2ccc(Cl)cc2Cl)o1)Nc1ccc(C(=O)O)cc1	0.77
CCCC1(CCC)NC(=O)N(CC(=O)c2cc(C)n(-c3ccc4c(c3)OCO4)c2C)C1=O	-1.2
Cc1ccc(NC(=O)COC(=O)/C(=C/c2cccs2)c2cccs2)cc1S(=O)(=O)N(C)C	-2.1
O=C(CCSc1nnc(-c2ccccc2)o1)N1CCOCC1	0.27
O=C(CSc1nnc2n1CCCN2)c1ccc(Cl)cc1	0.54
CCn1nc(C(=O)NNC(=O)COc2ccccc2C)c2ccccc2c1=O	1.6
CC(C)(C)c1nn2cnnc2n(/N=C/c2ccc(O)cc2)c1=O	0.91
COc1cccc(NC(=S)Nc2cccnc2)c1	-0.77
Cc1ccsc1C(=O)Nc1ccc(F)c([N+](=O)[O-])c1	0.76
CCc1ccc(CN(C)CC(=O)Nc2sccc2C#N)cc1	0.23
Cc1cc(C(=O)N/N=C2\CCCC(=O)C2)c2ccccc2n1	0.11
Cc1ccc(OCCn2cc(/C=N/NC(=O)c3ccncc3)c3ccccc32)cc1	-1.1
Cc1cc(C)c2c(N)c(C(=O)c3cccc(Cl)c3)sc2n1	-1.7
CCCN1CNC(=S)N(Cc2ccccc2)C1	0.03
O=C(c1cnccn1)N(Cc1cccs1)C1(C(=O)NC2CCCC2)CCCCC1	0.2
CC(C)(C)c1ccc(C(=O)Nc2cccc3c(=O)[nH][nH]c(=O)c23)cc1	-0.56
CC12C(=O)N(NC(=O)c3ccncc3)C(=O)C1C1C=CC2C1 (stereo unspecified)	0.81
NC(=O)/C(=C\c1ccccc1)NC(=O)/C=C/c1ccccc1	1.1
CCC(=O)Nc1ccc(C(=O)CSc2nc3ccc(C)cc3[nH]2)cc1	0.13
COCCn1c(=NC(=O)c2ccc(S(=O)(=O)N3CCCc4ccccc43)cc2)sc2cc(S(C)(=O)=O)ccc21	0.6
CCOC(=O)C/C(C)=N/NC(=O)COc1ccccc1C	0.04
NS(=O)(=O)c1ccc(NN=C2CCCCC2)c([N+](=O)[O-])c1	0.4
CC(C)c1ccc2[nH]c(O)c(N=NC(=O)c3cccc(S(=O)(=O)N4CCCCC4)c3)c2c1	-2.2
O=C(N/N=C(/c1ccccc1)c1ccncc1)c1ccc2c(c1)OCO2	0.24
Cc1ccc(/C=C(/C#N)C(=O)NC(C)c2ccccc2)o1 (stereo unspecified)	-0.01
CCOC(=O)N1CCN(S(=O)(=O)c2ccc(C(=O)Nc3ccc4c(c3)C(=O)NC4=O)cc2)CC1	0.96
O=C(CCCC(=O)OCC(Cl)=C(Cl)Cl)Nc1ccc(F)cc1	-0.08
CSc1nncc(/C(C)=N/O)n1	-0.01
CC1CCN(CCOCCOc2ccc(Br)cc2Cl)CC1	1.4
O=C(COc1ccc(Cl)cc1Cl)Nn1c(=S)[nH]c2ncccc2c1=O	-0.21
CCOc1ccc(NC(=S)Nc2cccc3cnccc23)cc1	-2.9
COc1ccc(S(=O)(=O)Nc2cccc(N(C)S(C)(=O)=O)c2)cc1Br	-1.4
Cc1cc(C)nc(NC(=O)/C=C/c2ccc3c(c2)OCO3)c1	0.58
CC(=O)N/C(=C/c1ccc2c(c1)OCO2)C(=O)NCC(=O)O	0.68
Cc1ccc(S(=O)(=O)NNC(=O)Nc2cccc3ccccc23)cc1	-1.4
COc1ccc(NC(=O)C(NC(=O)Cc2cccs2)c2ccc(C)cc2)cc1 (stereo unspecified)	1.7
O=C(N/N=C/c1ccco1)Nc1ccccc1	0.27
Cn1ncc(Br)c1C(=O)N1CCc2ccccc21	0.14
COc1ccccc1NS(=O)(=O)c1cccc(NC(=O)Nc2cccc(Cl)c2)c1	-0.44
COc1ccc(CCNc2oc(-c3cccc4ccccc34)nc2P(=O)(OC)OC)cc1OC	-0.88
C=CCn1c(COc2ccccc2F)nnc1SCC(=O)c1c[nH]c2ccccc12	-1
COC(=O)c1ccc2nc(NC(=O)CSCC(=O)OCC(=O)c3ccccc3)sc2c1	1.3
Cc1ccc(S(=O)(=O)N2CCCCC2)cc1NC(=O)COC(=O)C1CC2C=CC1C2 (stereo unspecified)	2.6
C=CCn1c(C(C)NC(=O)c2ccc(C)cc2)n[nH]c1=S (stereo unspecified)	-0.5
CC1CCN(S(=O)(=O)c2cn(CC(=O)N3CC(C)CC(C)C3)c(=O)c3ccccc23)CC1 (stereo unspecified)	0.67
CC(C)NC(=O)C(=O)NCCCOC(C)C	0.05
CCOC(=O)C(NC(=O)Nc1ccc(Cl)cn1)(Oc1ccc(F)cc1)C(F)(F)F (stereo unspecified)	-0.12
CS/C(=N\N(C)C(N)=O)c1ccccc1	0.31
Cc1cccc(C)c1NC(=O)CC(NCCc1ccccc1)C(=O)O (stereo unspecified)	0.43
Cc1c2ccccc2nc2c(F)c(NCCO)c(F)c(F)c12	0.46

The listing continues:
SMILES	PTK2B oligo ant
CCOC(=O)c1c(-c2ccccc2)oc2ccc(O)c(CN3CCN(C)CC3)c12	0.29
O=C(O)/C(=C\c1ccco1)NC(=O)c1ccccc1	-0.57
CC(=O)N1N=C(c2ccccc2)CC1c1cn(C)c2ccccc12 (stereo unspecified)	-1.6
O=C(Nc1cccc(C2OCCCO2)c1)c1cccs1	0.77
CCCOc1cccc(-c2nn(-c3ccccc3)cc2/C=C(\C#N)C(=O)NCCCn2ccnc2)c1	-0.21
O=C(CNc1cc(S(=O)(=O)N2CCCC2)ccc1OCC(F)(F)F)Nc1ccc(SC(F)F)cc1	-1.7
CCC(C)NC(=O)CN(c1cc(Cl)ccc1OC)S(C)(=O)=O (stereo unspecified)	1
O=C(CSc1nc2ccccc2o1)N1c2ccccc2Sc2ccc(C(F)(F)F)cc21	-0.27
O=C(Nc1ccc(Cl)c([N+](=O)[O-])c1)c1cnccn1	4.7
CC(NC(=O)COC(=O)c1ccc([N+](=O)[O-])s1)c1ccccc1 (stereo unspecified)	0.51
O=C(Cn1nnc2ccccc2c1=O)NCCc1ccccc1	-0.07
N/C(=N\OS(=O)(=O)c1cccc([N+](=O)[O-])c1)c1ccncc1	0.34
COc1cc(NS(=O)(=O)c2ccc(NC(=O)/C(=C/c3ccccc3Cl)NC(=O)c3ccccc3)cc2)nc(OC)n1	-0.16
Cc1[nH]n(-c2ccccc2)c(=O)c1C(c1cccc([N+](=O)[O-])c1)c1c(C)[nH]n(-c2ccccc2)c1=O	-2.2
Cc1cc([N+](=O)[O-])nn1CCCC(=O)NC(C)c1ccccc1 (stereo unspecified)	1.4
CC(CNc1ccc([N+](=O)[O-])c2cccnc12)Nc1c([N+](=O)[O-])cc(C(F)(F)F)cc1[N+](=O)[O-] (stereo unspecified)	-1.1
Cc1ccc(C2=C/C(=C/c3cccs3)C(=O)O2)cc1	-0.18
Cc1ccc(NC(=O)CCNS(=O)(=O)c2cc(Br)cnc2N)cc1Cl	0.15
COc1ccc(S(=O)(=O)NC(CC(=O)O)c2ccco2)cc1 (stereo unspecified)	0.92
CCOCCCN1CN(Cc2ccccc2)CNC1=S	-0.33
CC1CC(NNC(=O)c2ccccc2)=Nc2ccccc2N1C (stereo unspecified)	-0.26
Clc1cncc(Cl)c1N/N=C/c1ccncc1	-0.78
Cc1cccc(NC(=O)Nc2ccc(C)cc2Br)c1	0.14
COC(=O)c1ccc(CNC(=O)CN(CCC(C)C)S(=O)(=O)c2ccc3c(c2)OCCO3)cc1	-0.28
CNC(=S)SCCOc1ccccc1C	2.2
N#C/C(=C/c1ccco1)c1nc2ccccc2s1	-1.1
CC1CCC(NC(=O)C2c3ccccc3C(=O)N2Cc2cccs2)CC1 (stereo unspecified)	0.5
COCCNC(=O)/C(C#N)=C/c1c(N2CC(C)OC(C)C2)nc2ccccn2c1=O (stereo unspecified)	0.4
Brc1csc(/C=N/Nc2nc3ccccc3s2)c1	-1
COc1ccc2oc(=O)c(/C(C)=N/NC(=O)c3ccncc3)cc2c1	-0.01
O=C(NCCCN1CCOCC1)c1ccc(Sc2ccc(Br)cc2)c([N+](=O)[O-])c1	1.6
C=CCN(CC=C)C(=O)c1cc2ccccc2c(=O)o1	0.04
Cn1c(/C(C#N)=C/c2ccc(-c3ccc(S(N)(=O)=O)cc3)o2)nc2ccccc21	-2.5
COc1ccc2sc(SCCCS(=O)(=O)O)[n+](CCCS(=O)(=O)[O-])c2c1	1.4
Cn1c(SCc2n[nH]c(=S)o2)nnc1-c1ccccc1	-0.17
Cc1ccccc1OCC(O)Cn1c(N2CCN(c3ccccc3)CC2)nc2c1c(=O)[nH]c(=O)n2C (stereo unspecified)	0.05
Cc1nn2c(nc(N3CCOCC3)c3ccccc32)c1C=C(C#N)C#N	1.1
CN(C)c1ccc(NC(=O)CC(NCc2ccccn2)C(=O)O)cc1 (stereo unspecified)	-0.42
Cc1nnc2sc(SCC(=O)Nc3nccs3)nn2c1=O	0.39
CCOc1ccc(NC(=S)NC(=O)c2c(Cl)c(C)nn2C)c([N+](=O)[O-])c1	0.91
Cc1ccc(S(=O)(=O)NCC(=O)OCC(=O)N2N=C(c3ccc(Cl)cc3)CC2c2ccco2)cc1C (stereo unspecified)	0.76
COc1ccc(CN(C(=O)/C=C/C(=O)c2ccc(OC)cc2O)C(C(=O)NC2CCCCC2)c2ccncc2)cc1 (stereo unspecified)	0.91
Cc1[nH]c2ccccc2c1C(=O)CSc1ccc(F)cc1	-0.93
CC(=O)C1=C(O)C(=O)N(c2cccc(C(=O)O)c2)C1c1ccc(F)cc1 (stereo unspecified)	-0.51
CC1=NN(C(=O)COc2ccccc2C)C(O)(c2ccc(Cl)cc2)C1 (stereo unspecified)	0.73
COc1ccc(/C=N/OCC(=O)Nc2cc(C)on2)cc1OC	0.94
CC(=O)N1N=C(c2ccco2)CC1c1ccc(C)cc1 (stereo unspecified)	0.48
CCOC(=O)C(Oc1ccc2c(-c3ccccc3)cc(=O)oc2c1C)c1ccccc1 (stereo unspecified)	-1.6
O=C(Nc1nc(-c2cccs2)c(-c2cccs2)s1)C1(c2ccccc2)CC1	-2.3
COCC(C)OC(=O)/C(C#N)=C\c1coc2ccc(C)cc2c1=O (stereo unspecified)	-0.53

Continued:
SMILES	PTK2B oligo ant
O=c1c(Cl)c(NCc2ccc(F)cc2Cl)cnn1C12CC3CC(CC(C3)C1)C2	0.24
Cc1cc(C)cc(N2C(=O)c3nccnc3C2=O)c1	0.12
O=C1C2CCCN2C(=O)N1CCCCN1CCN(c2cccc(Cl)c2)CC1 (stereo unspecified)	2.2
NS(=O)(=O)c1ccc(N/C=C/C(=O)c2ccc(Br)cc2)cc1	0.29
CNS(=O)(=O)c1cc(C(=O)OCC(=O)NC2CCCc3ccccc32)ccc1Cl (stereo unspecified)	0.08

3 compounds drawn at random from the list so far, as already listed:
SMILES	PTK2B oligo ant
NS(=O)(=O)c1ccc(N/C=C/C(=O)c2ccc(Br)cc2)cc1	0.29
Cc1cc(C)cc(N2C(=O)c3nccnc3C2=O)c1	0.12
O=C1C2CCCN2C(=O)N1CCCCN1CCN(c2cccc(Cl)c2)CC1 (stereo unspecified)	2.2

A draw from above in order of length of the SMILES, high to low.
SMILES	PTK2B oligo ant
O=c1c(Cl)c(NCc2ccc(F)cc2Cl)cnn1C12CC3CC(CC(C3)C1)C2	0.24
CNS(=O)(=O)c1cc(C(=O)OCC(=O)NC2CCCc3ccccc32)ccc1Cl (stereo unspecified)	0.08
O=C1C2CCCN2C(=O)N1CCCCN1CCN(c2cccc(Cl)c2)CC1 (stereo unspecified)	2.2
NS(=O)(=O)c1ccc(N/C=C/C(=O)c2ccc(Br)cc2)cc1	0.29
COCC(C)OC(=O)/C(C#N)=C\c1coc2ccc(C)cc2c1=O (stereo unspecified)	-0.53
COc1ccc(/C=N/OCC(=O)Nc2cc(C)on2)cc1OC	0.94
CC(=O)N1N=C(c2ccco2)CC1c1ccc(C)cc1 (stereo unspecified)	0.48

From PubChem BioAssay
